pCIP destab: p/CIP-EGFP fusion destabilizers, primary screen, fluorescence, F442A cells | Q05BA5 | decrease of EGFP signal, % at 10 µM | 0.01% of 290,000 active | 16 h | AID 1984, 2009;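 active = EGFP signal decrease of at least 30% at 10 µM or well 3 SD below plate mean, unless failing retest; inactive = the rest, including hits failing retest or dose response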; note: some compounds called inactive have numbers as strong as hits; many of its hits are not listed in these tables
NS3 helicase inh: inhibitors of HCV NS3 helicase, primary screen, biochemical, Cy5 molecular beacon fluorescence | NS3 helicase DNA unwinding | inhibition, % at 10.9 µM | 0.56% of 290,000 active;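 active = inhibition above the mean of all tested compounds plus 3 SD, set per campaign, cut at about 35% in these data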;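 note: 0% = DMSO wells and 100% = thioflavine S control wells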
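Compound dosing – single dose, 10.9 µM nominal final, DMSO 0.8% final · System – NS3 helicase fragment of HCV · Buffer or medium – MOPS pH 6.5, MgCl2, DTT, Tween20, BSA · Signal – Cy5 beacon fluorescence read at start and 1 h · Also added – annealed dual-labelled DNA beacon duplex, ATP-started · Schedule – 1 h at 25 °C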
SUMO HTRF inh: inhibitors of in vitro SUMOylation cascade, primary screen, biochemical, HTRF, uHTS. SUMO-conjugating enzyme UBC9 (Homo sapiens), P63279. inhibition, % at 35 µM. AID 2006, 2009. 0.36% of 290,000 active. HTRF SUMOylation assay, SAE1/SAE2 + UBC9; in the data active = inhibition above about 50%, passing the limit was not always enough; note: strong numbers were not always called active
Target sequence (P63279 whole entry, looked up): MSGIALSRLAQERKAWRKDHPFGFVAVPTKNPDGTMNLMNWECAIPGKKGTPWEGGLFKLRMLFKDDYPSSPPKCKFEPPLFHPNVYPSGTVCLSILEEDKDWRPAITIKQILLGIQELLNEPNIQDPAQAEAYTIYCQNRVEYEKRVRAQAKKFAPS
IMP-1 inhibitor: IMP-1 metallo-beta-lactamase inhibitors, primary screen, biochemical, epi-absorbance readout, Pseudomonas aeruginosa enzyme; inhibition, % at 5.6 µM; purified IMP-1, nitrocefin hydrolysis, epi-absorbance fluorescence; 0.45% of 290,000 active; AID 1556, 2009;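 active = inhibition above the mean plus 3 SD of all compounds in the same screening run, cut at about 4.5% in these data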;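 note: 0% = IMP-1 with DMSO and 100% = DMSO wells lacking enzyme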
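Material – recombinant IMP-1 enzyme, purified · Amount – IMP-1 0.2 nM before substrate addition · Medium – HEPES buffer pH 7.1 with ZnSO4 and Brij 35 · Timing – 25 °C, 15 min preincubation, 25 min reaction · Measured by – plate fluorescence quenching by hydrolysis product, ex 480/em 530 nm · Read-out – percent enzyme inhibition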
CRFBP-R2 block: antagonists of CRF-BP/CRF-R2 complex, primary screen, cell-based, HEK293, calcium dye fluorescence, uHTS; CRF-induced calcium fluorescence; inhibition, % at 11.8 µM; 0.59% of 350,000 active; AID 588475, 2011;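 active = inhibition of the ligand-induced calcium signal above about 50% at the single tested concentration, limit read from the data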
IDE cell activ: human IDE activators in live cells, primary screen, fluorescence polarization, HEK cells, FAbeta-B substrate; Insulin-degrading enzyme (Homo sapiens), P14735; activation, % at 5.96 µM; FAbeta-B cleavage; 0% vehicle, 100% cell-free pure enzyme wells; 0.073% of 340,000 active;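 active = activation above the mean of all tested compounds plus 3 SD, set per screening campaign, cut at about 17% in these data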
GalR3 antag: GalR3 antagonists in HEK293 cells, primary screen, cell-based, fluorescence readout. HEK293 GalR3-CNG cAMP membrane potential fluorescence; galR3 body fused to GalR1 C-terminus. inhibition, % at 3 µM. 0.44% of 360,000 active. AID 651719, 2012;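 active = inhibition above the screen-wide average plus 3 SD, cut at about 13% in these data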;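 note: forskolin and galanin both at EC90 stimulate the cells; cAMP rise reported by CNG channel membrane potential dye signal; 0% = forskolin plus galanin with DMSO and 100% = forskolin alone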
Target sequence (O60755 1-299 limits assumed): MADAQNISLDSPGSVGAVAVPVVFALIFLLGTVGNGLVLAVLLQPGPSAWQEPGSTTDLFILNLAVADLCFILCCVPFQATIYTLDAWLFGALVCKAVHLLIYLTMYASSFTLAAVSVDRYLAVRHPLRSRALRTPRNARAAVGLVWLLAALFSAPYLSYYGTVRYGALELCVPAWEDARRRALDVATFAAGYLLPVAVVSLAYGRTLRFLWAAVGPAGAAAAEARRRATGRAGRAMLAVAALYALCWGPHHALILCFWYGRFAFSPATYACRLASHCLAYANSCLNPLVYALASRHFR
VIM-2 inhibitor: VIM-2 metallo-beta-lactamase inhibitors, primary screen, biochemical, epi-absorbance readout, Pseudomonas aeruginosa enzyme; purified VIM-2, nitrocefin hydrolysis, epi-absorbance fluorescence; inhibition, % at 5.6 µM; 0.89% of 290,000 active; AID 1527, 2009;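 active = inhibition above the mean of all tested compounds plus 3 SD, cutoff set per screening run, cut at about 7.5% in these data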;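 note: red hydrolysis product quenches plate fluorescence so inhibitors raise well fluorescence; 0% = enzyme with DMSO and 100% = DMSO without enzyme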
IDE inh: human IDE inhibitors in live cells, primary screen, fluorescence polarization, HEK cells, FAbetaB substrate | Insulin-degrading enzyme (Homo sapiens), P14735 | FAbetaB cleavage | inhibition, % at 5.59 µM | 0.41% of 320,000 active | AID 434962, 2010;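 active = percent inhibition above the average of all tested compounds plus 3 SD, set per screening campaign, cut at about 16% in these data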;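 note: IDE supplied by intact live HEK cells; FP after avidin binding of uncleaved biotin substrate so inhibition keeps polarization high; 0% = DMSO wells and 100% = 60 µM reference IDE inhibitor Ii1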
Numbers without * were called inactive; · = not tested or not shown. This is a random part of the collection; any-hit rate near 3.2%.

compound | pCIP destab | IDE inh | NS3 helicase inh | CRFBP-R2 block | IMP-1 inhibitor | IDE cell activ | VIM-2 inhibitor | GalR3 antag | SUMO HTRF inh
Cc1onc(-c2ccc(Cl)cc2)c1-c1ccnc(SCC(=O)Nc2ccc(C(C)C)cc2)n1 | -8 | 5 | 1 | 8 | -1.4 | -1 | -2.8 | -6 | -18
COC(=O)c1ccc(C2=NOC(C)(c3sc(-c4ccccc4)nc3C)C2)cc1 (stereo not given) | -15 | 4 | · | 5 | · | 3 | · | · | 12
CCOc1nc(-c2ccc(OC)cc2)ccc1-c1noc(C)n1 | -2 | 7 | -8 | 1 | -0.7 | -1 | -0.3 | 8 | 23
Cc1c(Nc2ncnc3c2cnn3-c2ccccc2)c(=O)n(-c2ccccc2)n1C | -13 | 2 | 8 | -11 | -0.3 | 1 | -0.6 | 4 | 13
Cc1ccc(S(=O)(=O)N2[C@@H](c3ccccc3)C(C(=O)O)=CC[C@H]2c2ccc(Cl)cc2)cc1 | · | 3 | · | 0 | · | 5 | · | -6 | ·
O=C(CN1CCN(c2ccccc2)CC1)Nc1c(C(=O)C2CC2)oc2ccccc12 | 5 | 5 | 1 | -9 | 0.0 | 5 | -1.2 | -4 | -17
Cc1cc(C)c(S(=O)(=O)N2CCOC2CNC(=O)C(=O)NCCCn2ccnc2)c(C)c1 (stereo not given) | 14 | 5 | -14 | -15 | 7.0* | -1 | -1.5 | -1 | -16
Cc1ccc(C)c(S(=O)(=O)N2CC(=O)Nc3ccccc32)c1 | 11 | 3 | 0 | -4 | -2.8 | 0 | -3.7 | 2 | -3
COc1ccc(NC(=O)CN2CCN(c3ccccc3C)CC2)cc1 | -11 | -1 | -9 | 7 | -2.2 | 12 | -2.0 | -10 | 20
Cc1nn(Cc2ccc(Cl)cc2)c(C)c1NC(=O)CCCn1nc(C)c([N+](=O)[O-])c1C | -8 | 2 | 0 | 29 | -3.5 | 4 | -2.0 | -2 | -13
CCCn1c2ccccc2c2nnc(SC(CC)C(=O)Nc3cc(C)on3)nc21 (stereo not given) | -2 | 8 | 3 | 4 | -1.9 | 7 | -4.2 | 0 | 15
CCOC(=O)Cc1csc(NC(=O)Nc2ccc(OC(F)(F)F)cc2)n1 | -18 | 1 | -13 | -15 | -0.7 | 2 | -1.5 | -6 | 12
CC(C)CNC(=O)CN(c1ccccc1)S(=O)(=O)c1ccccc1[N+](=O)[O-] | -8 | 0 | 5 | -7 | -0.8 | 0 | -0.1 | -8 | 0
CN(C)CCCNCCCCNC(=O)/C=N/O | 10 | 2 | -2 | 5 | -2.5 | -3 | -2.1 | -1 | -16
Cc1ccccc1-n1ncc2c1CC(C)(C)CC2NC(=O)CCC1=NNC(=O)CC1 (stereo not given) | -14 | 6 | 1 | 2 | -7.7 | -3 | -1.1 | -6 | ·
COCCNC(=O)C1Cc2cc(S(=O)(=O)N3CCCC3)ccc2N1C(C)=O (stereo not given) | -2 | 8 | 1 | 0 | -3.2 | -1 | 0.0 | 1 | 4
O=C1NC(NS(=O)(=O)c2ccc(Cl)cc2)(C(F)(F)F)C(=O)N1CCc1ccccc1 (stereo not given) | 5 | -7 | 31 | 6 | -1.4 | · | -0.7 | 3 | 5
c1ccc(Nc2ccc(-n3ccnc3)nn2)cc1 | 1 | 0 | -11 | 11 | -3.5 | 4 | -1.2 | -5 | 11
CCCn1nnnc1SCC(=O)c1ccc(NC(C)=O)cc1 | 1 | 2 | -8 | 7 | -1.8 | 7 | -1.8 | -2 | 7
COc1ccc(N2C(=O)C3CCCN3C2c2ccc(C)o2)cc1Cl (stereo not given) | -10 | -1 | 3 | -5 | -4.3 | 1 | -3.0 | 1 | 11
COCc1cc(Sc2ccc(Cl)cc2)nc(-c2ccccc2)n1 | 5 | 0 | -5 | 19 | -1.6 | -4 | -5.2 | 5 | 16
CN(C)c1ccc(C(=O)N/N=C/c2cc(Br)cc(Br)c2O)cc1 | 1 | -3 | 1 | 13 | -1.8 | · | -1.3 | -4 | -21
CC(=O)N1c2ccc(S(=O)(=O)NCC3CCC(C(=O)NC4CCCCC4)CC3)cc2CC1C (stereo not given) | 5 | 2 | 4 | 3 | -2.7 | 3 | -2.4 | -6 | -32
O=C(Oc1ccc(C(=S)N2CCOCC2)cc1)c1cccc(Cl)c1 | -2 | -1 | -5 | 10 | -1.1 | 1 | 2.5 | -8 | 5
COc1ccc(NC(=O)CN(C)S(=O)(=O)c2ccc3c(c2)CCCN3C(C)=O)cc1 | -7 | 6 | 6 | 5 | -2.4 | -4 | 0.3 | -9 | -9
CCC(=O)Nc1nc2c(s1)COc1ccccc1-2 | -14 | 2 | -7 | 18 | -2.4 | 6 | -2.4 | · | 6
COc1cc(C(=O)OCC(=O)c2ccc(S(=O)(=O)N3CCCCC3)cc2)cc(OC)c1OC | · | -3 | · | 1 | · | 6 | · | 9 | ·
O=C(N/C(=C/c1ccc(F)cc1)C(=O)N1CCOCC1)c1ccccc1 | -3 | · | 5 | -19 | -0.9 | 2 | -3.3 | 1 | -7
CN1/C(=C\P(=O)(N(C)C)N(C)C)C(C)(C)c2ccccc21 | -10 | -1 | 0 | -8 | -2.3 | 8 | -3.6 | -5 | 28
COc1ccc(OC)c(CCNC(=O)CCn2nc(C)c3c(C)n(-c4ccccc4)nc3c2=O)c1 | -6 | -3 | 2 | -2 | 0.0 | 1 | -0.3 | -8 | -3
O=C(NCc1ccccc1)c1cnc(-c2ccccn2)nc1C(F)(F)F | -5 | 8 | -6 | 0 | -3.0 | -4 | -6.5 | 0 | -3
CC(=O)N1C(=O)NC(c2ccccc2)=C([N+](=O)[O-])C1c1ccccc1 (stereo not given) | 2 | 5 | -6 | -11 | -0.6 | -1 | -0.6 | -7 | 12
O=C(O)c1ccccc1SCc1ccc2c(c1)OCO2 | -10 | -4 | 7 | 7 | 0.1 | -2 | 0.7 | 7 | 13
COc1ccc(OCCN(C)Cc2c(O)ccc3ccccc23)cc1 | 2 | 0 | -7 | -5 | -2.8 | 3 | -1.3 | -6 | -3
COc1cccc2sc3cc(NCC[C@@H]4CCCN4C)ccc3c(=O)c12 | · | -2 | · | -6 | · | -2 | · | -3 | ·
COc1ccc(OCCc2nnc(N)s2)cc1 | -7 | 4 | 2 | 36 | 4.0 | 3 | -3.2 | -4 | 7
Cc1cc(C)c(C)c(S(=O)(=O)N2CCN(C(=O)c3cc(=O)[nH]c4ccccc34)CC2)c1C | -5 | -1 | -13 | -13 | -1.0 | -3 | -1.3 | -5 | -10
O=C(N[C@@H](c1ccccc1)[C@@H]1C[C@H]1C(=O)O)OCc1ccccc1 | -13 | 0 | 6 | 5 | -2.7 | -1 | -4.0 | -1 | 14
COP1(=O)C[C@@H](O)[C@@H](O)[C@@H](COCc2ccccc2)O1 (stereo not given in full) | -9 | 1 | · | -3 | · | 4 | · | -3 | 7
COc1ccc(CC(=O)N/N=C(\C)c2cccnc2)cc1OC | -2 | · | 0 | -12 | -6.2 | 3 | -3.8 | -2 | 0
CN(CC(=O)NCc1ccccn1)S(=O)(=O)c1ccc(F)cc1 | -8 | 1 | 18 | -5 | -0.6 | -6 | 2.0 | 0 | 3
CN(C)c1ccc(NS(=O)(=O)c2ccc(-c3csnn3)cc2)cc1 | -33 | 6 | 6 | 11 | -8.7 | · | 1.3 | -2 | 5
Cc1cc(C(=O)NC2CCCN(Cc3ccccc3F)C2)no1 (stereo not given) | 3 | -2 | 0 | -6 | -0.1 | 6 | -2.3 | -1 | -5
O/N=C1\CCCC\C1=C/c1ccccc1 | -11 | 5 | 13 | -5 | -0.2 | -3 | -3.0 | -1 | -26
CCOc1ccc(OCc2cccc(C(=O)O)c2)cc1 | 7 | 2 | · | 7 | · | 2 | · | -7 | -9
CC1(C)CC(=O)C2=C(C1)NC1=C(C(=O)c3ccccc31)C2c1ccccc1 (stereo not given) | -6 | -11 | -9 | -17 | -5.8 | 6 | -3.6 | -3 | -10
CC1(c2nnc(-c3cccc(Cl)c3)o2)CC(c2ccc(F)cc2)=NO1 (stereo not given) | · | -1 | · | 1 | · | -2 | · | 2 | ·
O=c1c(-c2ccccc2)c(O)c2cccc3c2n1CCC3 | 14 | 2 | 0 | 7 | -2.2 | -1 | -1.0 | -3 | -15
O=C(OCc1nnc(-c2ccccc2)o1)C12CC3CC(CC(Br)(C3)C1)C2 | -5 | · | 1 | 10 | -2.9 | 3 | -2.3 | -7 | 10
O=C(NCCN1CCCCC1)c1ccc(Oc2cc(Cl)cc(Cl)c2)o1 | -8 | -3 | -14 | -32 | -2.8 | · | -3.8 | 0 | -2

Some of these compounds in order of SMILES length, lowest first.
compound | pCIP destab | IDE inh | NS3 helicase inh | CRFBP-R2 block | IMP-1 inhibitor | IDE cell activ | VIM-2 inhibitor | GalR3 antag | SUMO HTRF inh
O/N=C1\CCCC\C1=C/c1ccccc1 | -11 | 5 | 13 | -5 | -0.2 | -3 | -3.0 | -1 | -26
CCC(=O)Nc1nc2c(s1)COc1ccccc1-2 | -14 | 2 | -7 | 18 | -2.4 | 6 | -2.4 | · | 6
COc1ccc(CC(=O)N/N=C(\C)c2cccnc2)cc1OC | -2 | · | 0 | -12 | -6.2 | 3 | -3.8 | -2 | 0

Additional records follow:
compound | pCIP destab | IDE inh | NS3 helicase inh | CRFBP-R2 block | IMP-1 inhibitor | IDE cell activ | VIM-2 inhibitor | GalR3 antag | SUMO HTRF inh
CN(C)Cc1c(O)ccc2occ(C(O)c3ccccc3)c12 (stereo not given) | 1 | 1 | -5 | 6 | -0.3 | 4 | -1.4 | -7 | 4
CCc1ccccc1NC(=O)C1CCCN(c2nccc(C)n2)C1 (stereo not given) | -8 | 0 | 3 | -5 | -1.0 | -2 | -3.0 | -8 | -3
CC(C)C(=O)O/N=C(\N)c1ccccn1 | 1 | 2 | -6 | -13 | -0.1 | -2 | -1.1 | -2 | 8
CCn1ncc(Cl)c1C(=O)Nc1cc([N+](=O)[O-])ccc1OC | -3 | 7 | -4 | 19 | -0.3 | 7 | -2.3 | -3 | 0
Cc1cc(C)n(CC(O)Cn2c3ccc(Cl)cc3c3cc(Cl)ccc32)c(=O)n1 (stereo not given) | 0 | -1 | -12 | -43 | -3.2 | 4 | -1.4 | -6 | -12
O=C(COC(=O)c1cccc(S(=O)(=O)N2CCOCC2)c1)Nc1ccc(Cl)cn1 | · | -2 | · | -3 | · | -1 | · | -3 | ·

Assay outcomes deposited in PubChem BioAssay by several laboratories.
